# IL-1B inflam inh: inhibitors of inflammasome signaling (IL-1 beta secretion); THP-1 LPS/ATP IL-1B secretion, AlphaLISA, 16 h; stronger effect = lower value; activity change, % at 57.5 µM; 360,000 compounds, 4.7% hits; in the data active = activity change below about -50%; inconclusive = mostly about -30% to -49%; note: % is set by controls: 0 for no effect and ±100 for the full control effect
#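 THP-1 cells pretreated 1 hr with compounds (up to 57.5 uM final), then stimulated with LPS (250 ng/mL final) plus ATP (1.25 mM final); secreted IL-1B measured by AlphaLISA after 16 hr, decreased signal indicating inhibition.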
# SW480 rerep: induces DNA re-replication in SW480 colon adenocarcinoma cells. SW480 DNA re-replication, Hoechst DNA content imaging, 48 h. Potency, µM (top dose mostly 46.1 µM), without a hit: at the highest dose re-replication activation, most hits filed as activators. 340,000 compounds, 1.8% hits. AID 624297; note: potency is the fitted concentration of half-maximal effect; % of control where 0% means no effect; nearly all actives have a fitted effect of over 55% in size
#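 Quantitative HTS format with DMSO vehicle controls; 48 hr drug incubation at 37 C, then 40 min Hoechst staining and scanning imager measurement at 405 nm excitation.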
# HT1080 IDH1KD tx: kills HT-1080 cells with IDH1 knockdown; Potency, µM (doses to about 46.1 µM), without a hit: top-dose activity, negative = toxicity, actives largely listed as cytotoxic; 360,000 compounds, 2% hits; HT-1080 IDH1 knockdown viability, ATP luminescence, 48 h;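 note: potency is the fitted concentration of half-maximal effect; 0% = DMSO wells and -100% = cell-free medium wells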
#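 Luminescent ATP read-out (CellTiter-Glo, 10 min at room temperature) after 48 h compound exposure at 37 °C gave viability of IDH1-knockdown HT-1080 cells. Activity was normalised to DMSO and cell-free wells, then fitted as concentration-response curves.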
# HT1080NT lethal: kills 2HG-producing HT-1080-NT fibrosarcoma cells. Potency, µM (top dose mostly 46.1 µM), inactives show top-dose activity, negative = less viability, most hits filed as cytotoxic. 360,000 compounds, 1.6% hits. HT-1080-NT fibrosarcoma viability, CellTiter-Glo ATP luminescence, 48 h. AID 686970;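 note: NT is the 2HG producing partner of a matched IDH1 knockdown line; potency is the fitted concentration of half-maximal effect; 0% = DMSO-treated cells and -100% = media-only wells without cells; nearly all actives have a fitted effect of over 55% in size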
#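 Fibrosarcoma NT cells, 750 per well in 5% FBS RPMI, were exposed to compound for 48 hours. Viability: CellTiter-Glo luminescence.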
# ATXN2 expr inh: reduces ATXN2 reporter expression in HEK-293 cells; HEK-293 ATXN2-luciferase reporter, luminescence, 24 h; Potency, µM (highest dose often 57 µM), for the others: top-dose activity change, negative = inhibition, most hits filed as inhibitors; 360,000 compounds, 0.72% hits; AID 1745845; note: potency is the fitted concentration of half-maximal effect; % is set by controls: 0 for no effect and ±100 for the full control effect; nearly all actives have a fitted effect of over 55% in size
#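 qHTS (up to 57 uM final) was run with 24 h compound exposure of reporter cells at 37 °C. Each well was multiplexed: SteadyGlo luminescence measured ATXN2-luciferase expression after a fluorogenic Gly-Phe-AFC viability readout (25 uM final).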
# KB-V1 MDR tox: kills drug-selected multidrug resistant KB-V1 cells | KB-V1 MDR cells viability, CellTiter-Glo, 72 h | Potency, µM (series often up to 46.1 µM), inactives show at the top dose activity change, negative = cytotoxicity, hits mostly cytotoxic | 400,000 compounds, 3.4% hits | AID 1347076; note: potency is the fitted concentration of half-maximal effect; % is set by controls: 0 for no effect and ±100 for the full control effect; nearly all actives have a fitted effect of over 60% in size
#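 KB-V1 MDR subline cells in DMEM (phenol-red free, 10% FBS) exposed to compounds in qHTS concentration series for 72 h at 37 degrees C. Viability read by CellTiter-Glo luminescence; concentration-effect curves fitted after normalization and correction.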
# KB-3-1 tox: KB-3-1 parental cell cytotoxicity. KB-3-1 viability, CellTiter-Glo ATP luminescence, 72 h. Potency, µM (top dose mostly 46.1 µM), for the others: at the highest dose activity change, negative = cytotoxic, hits mostly cytotoxic. 400,000 compounds, 1.4% hits; note: potency is the fitted concentration of half-maximal effect; % is set by controls: 0 for no effect and ±100 for the full control effect; nearly all actives have a fitted effect of over 60% in size
#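 Luminescent ATP read-out (CellTiter-Glo) measures survival of drug-naive KB-3-1 cells after 72 h compound exposure at 37 °C. Titration series was screened from lowest to highest concentration, with DMSO vehicle plates as background controls.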
# MCF10A rerep: inducers of DNA re-replication in MCF 10A breast cells; 350,000 compounds, 2.9% hits; MCF 10A DNA re-replication, Hoechst nuclear intensity, 48 h; Potency, µM (titrated, usually from 46.1 µM), for the others: top-dose activity, positive = re-replication, most hits filed as activators; AID 624296; note: potency is the fitted concentration of half-maximal effect; % of control where 0% means no effect; nearly all actives have a fitted effect of over 50% in size
# WRN inhibitor: blocks human WRN helicase; Q14191; WRN helicase unwinding, fluorescent forked duplex, kinetic; Potency, µM (highest dose often 114 µM), inactives show at the highest dose activity change, negative = inhibition, actives largely listed as inhibitors; 360,000 compounds, 0.46% hits; note: potency is the fitted concentration of half-maximal effect; % is set by controls: 0 for no effect and ±100 for the full control effect; nearly all actives have a fitted effect of over 55% in size
#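 Enzyme (20 nM final) and test compound sit together 15 min at room temperature before substrate addition. Substrate is a single-forked duplex oligonucleotide (100 nM) labelled with fluorophore and quencher, with 2 mM ATP; helicase unwinding raises red fluorescence, read kinetically.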
# The depositor's hits bear a star; ? = inconclusive; · = not tested or not shown; [ ] = dose if it differs, or a comment. Unless noted, calls come from the whole dose curve; as a rule, active = well fitted curve in the direction sought with a large enough effect; inconclusive = small, poorly fitted or top-dose-only effect, or another doubt; inactive = no such curve, though single readings can be large; an effect the other way counts as inactive or inconclusive.
SMILES,IL-1B inflam inh,SW480 rerep,HT1080 IDH1KD tx,HT1080NT lethal,ATXN2 expr inh,KB-V1 MDR tox,KB-3-1 tox,MCF10A rerep,WRN inhibitor
c1ccc(-n2nnnc2SCCCSc2nc3ccccc3s2)cc1,45,2%,-8%,8%,7%,0%,-8%,-3%,-10%
O=C(Nc1ccccc1)c1nc[nH]c1C(=O)NCCN(CCNC(=O)c1[nH]cnc1C(=O)Nc1ccccc1)CCNC(=O)c1[nH]cnc1C(=O)Nc1ccccc1,-26,-2%,?,?,-2%,-20%,?,-2%,-11%
COc1ccc(C2=CC(c3sccc3C)n3nnnc3N2)cc1 (configuration not stated),14,15%,-1%,-5%,84%[activator],-6%,0%,?,11%
COc1cccc2cc(C(N)=O)/c(=N\NC(=O)c3ccccc3)oc12,-12,-1%,6%,23%,15%,-10%,0%,-3%,-25%
O=C(c1ccc(NC2=NC3CS(=O)(=O)CC3S2)cc1)N1CCN(c2ccccc2F)CC1 (configuration not stated),-3,1%,5%,-3%,-9%,4%,1%,5%,-10%
N/C(=N\OC(=O)C12CC3CC(CC(C3)C1)C2)c1cccnc1,-12,3%,7%,1%,54%[activator],9%,16%,12%,-8%
CC(C)CN(C(=O)c1cccc(S(=O)(=O)N2CCN(c3ccc(F)cc3)CC2)c1)C1CCS(=O)(=O)C1 (configuration not stated),-1,-7%,0%,-1%,0%,?,10%,-1%,16%
Cc1ccc(Nc2nc(-c3cccnc3)cs2)cc1Cl,-12,4%,-17%,-20%,51%[activator],-2%,11%,25%,-1%
CCOC(=O)CN1C(=O)/C(=C/c2cccc(Br)c2)Oc2ccccc21,-15,5%,0%,-6%,·,3%,-3%,?,-2%
O=S(=O)(c1ccc2oc3ccc(S(=O)(=O)N4CCCCC4)cc3c2c1)N1CCCCC1,?,2%,-1%,0%,-5%,16%,12%,0%,-2%
O=c1[nH]c(CSc2nc(-c3ccc(F)cc3)cs2)nc2ccccc12,8,-4%,1%,4%,1%,5.8µM*,0%,11%,-3%
CCCCN(Cc1cc2cccc(C)c2[nH]c1=O)S(C)(=O)=O,-20,5%,-2%,10%,-2%,-24%,-1%,10%,2%
CC1(C)CC(NC(=O)c2c(N)no[n+]2[O-])CC(C)(C)N1,-7,-10%,9%,14%,-22%,6%,10%,-4%,10%
Cc1ccnc(NC(=O)COc2ccc3c(c2)CCC3)c1,2,2%,-2%,1%,-18%,3%,4%,?,-13%
O=[N+]([O-])c1ncccc1OCc1ccc(-c2ccccc2)cc1,-56*,-2%,-11%,-21%,-4%,?,-12%,17%,-5%
CC(=NOC(=O)C1CCCCC1)c1nccs1,8,·,2%,1%,13%,12%,0%,·,-2%
Cc1ccc(C(=O)OCC(=O)N(C)c2c(N)n(Cc3ccccc3)c(=O)[nH]c2=O)s1,2,?,4%,1%,0%,19%,15%,1%,-5%
CCN(CC)S(=O)(=O)c1ccc2nc(NC(=O)c3ccco3)sc2c1,34,-12%,-3%,-2%,-1%[11.3 µM],-1%,?,4%,-6%
O=C1CC(/C=C/c2ccccc2)=Nc2ccccc2N1,-50*,-455%[1.84 µM],-8%,1%,42%[activator],?,?,?,2%
COc1ccccc1CNc1nc(NCc2cccc(OC)c2OC)c2sccc2n1,-90*,·,?,21µM*,32µM*,21µM*,-20%,·,-5%
COc1ccc(C2(c3ccc(OC)cc3)NC(=O)N(Cn3nnc4ccccc4c3=O)C2=O)cc1,-10,-1%,-14%,-16%,4%,9%,-1%,20%,-3%
O=C(Nc1nc2ccccc2s1)c1c(F)cccc1Cl,-9,-53%[inhibitor],-1%,1%,59%[activator],13%,?,16%,-24%
COC(=O)c1ccc(CNCC(O)COc2ccc(-c3ccccc3)cc2)cc1 (configuration not stated),14,?,-10%,-15%,-1%,-15%,23%,?,7%
Cc1ccc(S(=O)(=O)c2c[nH]c3ccc(Cl)cc3c2=O)cc1,-2,-3%,-12%,-9%,9%,-5%,0%,-12%,-8%
COc1ccc(S(=O)(=O)N2CCCCCC2)cc1C(=O)N(C)Cc1c(F)cccc1Cl,-14,-1%,-3%,-3%,4%,-6%,-18%,?,-4%
CCCCN(C)CCNC(=S)Nc1ccc2nc(N3CCN(CC)CC3)cc(C)c2c1,-63*,?,29µM*,18µM*,?,-2%,-13%,?,-1%
Clc1ccccc1CSc1nncn1NC/C=C/c1ccccc1,?,-1%,-10%,-2%,-7%,21µM*,-20%,10%,-8%
Oc1ccc(C[C@H]2CNCCN2CCc2cccc(F)c2)cc1,-25,-3%,1%,-25%,-3%,-8%,19%,-13%,-2%
COc1cccc(/C=C2/CN(C)CC3=C2OC(N)=C(C#N)C3c2cccc(OC)c2)c1 (configuration not stated),?,?,?,?,-13%,-9%,0%,?,79µM*
CCOc1ccccc1N(CC(=O)NCc1ccncc1)S(=O)(=O)c1ccccc1,53,-73%[inhibitor],7%,-18%,9%,-6%,-1%,-5%,-3%
COC(=O)CSc1nc2sc(C)c(C)c2c(=O)n1C,0,0%,2%,4%,-6%,14%,15%,0%,2%
CCOC(=O)[C@]12Cc3c(cc(OC)c(OC)c3OC)[C@H]1N(Cc1ccccc1)C(=O)c1cc(OC)ccc12,·,·,?,18µM*,20µM*,?,4.6µM*,·,-12%
CCCc1cc(=O)oc2c3c(cc(OCC(=O)NCCN4CCOCC4)c12)OC(C)(C)CC3,?,-8%,-8%,1%,-8%,?,-4%,-8%,-2%
Cc1ccc2c(c1)C(c1ccc(F)cc1)N(C(=O)c1ccc(S(=O)(=O)N(C)C)cc1)CC(=O)N2 (configuration not stated),-18,3%,-7%,-2%,-2%,2%,3%,3%,3%
Cc1cccc(-c2nnc(SCC3CNC(=O)O3)n2-c2ccc(Cl)cc2)c1 (configuration not stated),?,7%,-2%,4%,-13%,-12%,3%,15%,-3%
O=C(Nc1cccc(-c2csc(Nc3ccccc3)n2)c1)c1cc([N+](=O)[O-])cc(C(F)(F)F)c1,-22,20%,0%,-25%,-16%,-29%,?,-6%,-14%
CN(C)C(=O)c1ccc(NC(=O)COC(=O)/C=C/c2cccs2)cc1,-11,0%,-3%,-6%,-13%,0%,-18%,-2%,4%
O=C(NCc1nc2ccccc2[nH]1)C1=C[C@@H](C2CC2)C[C@@H](OCc2ccc(CO)cc2)O1,4,-1%,-3%,5%,-6%,-6%,0%,12%,0%
CS(=O)(=O)c1ccc(C(=O)OCC(=O)N(CCc2ccccc2)Cc2ccccc2)cc1,-6,-83%[inhibitor],10%,8%,11%,0%,8%,-3%,-5%
COc1ccc(Br)cc1C(=O)Nc1ccc(N2CCN(S(C)(=O)=O)CC2)cc1,-25,-2%,-7%,-1%,-2%,0%,0%,-1%,5%[57.1 µM]
O=C(Nc1ccc(F)cc1F)Nc1ccc(F)cc1F,0,-7%,-3%,12%,12%,?,-6%,?,-6%
CCn1c(=O)c(=O)[nH]c2cc(C(=O)N3CCN(c4ccccc4F)CC3)ccc21,23,-12%,2%,1%,3%,15%,4%,-8%,-18%
COCc1cc(OC)nc(-c2csc(C)n2)n1,-25,6%,11%,0%,·,10%,4%,0%,-8%
CC(=O)c1ccccc1OCCn1nc(C(=O)O)c2ccccc2c1=O,28,-3%,-2%,-3%,-4%,-8%,-3%,0%,0%
Cc1ccc(S(=O)(=O)N(C)c2ccc(OCC(=O)O)cc2)cc1,-3,-4%,7%,6%,-9%,19%,2%,0%,7%
CCN1C(=O)[C@H]2[C@@H](c3ccc(OC)cc3)N3C(=O)CN(CC4CC4)C(=O)[C@@]3(C)[C@H]2C1=O,14,-6%,11%,5%,8%,13%,12%,12%,8%
CC(c1ccon1)N(C)Cc1c(C(=O)N(C)Cc2ccccc2)nc2ccccn12 (configuration not stated),0,5%,1%,-8%,-5%,?,23%,15%,-1%
O=C(NCCOc1ccc(Cl)cc1)c1ccc2ccccc2n1,-20,-6%,-1%,-2%,2%,-19%,2%,6%,-3%

# The final 4 records of the section above open the next one.
SMILES,IL-1B inflam inh,SW480 rerep,HT1080 IDH1KD tx,HT1080NT lethal,ATXN2 expr inh,KB-V1 MDR tox,KB-3-1 tox,MCF10A rerep,WRN inhibitor
Cc1ccc(S(=O)(=O)N(C)c2ccc(OCC(=O)O)cc2)cc1,-3,-4%,7%,6%,-9%,19%,2%,0%,7%
CCN1C(=O)[C@H]2[C@@H](c3ccc(OC)cc3)N3C(=O)CN(CC4CC4)C(=O)[C@@]3(C)[C@H]2C1=O,14,-6%,11%,5%,8%,13%,12%,12%,8%
CC(c1ccon1)N(C)Cc1c(C(=O)N(C)Cc2ccccc2)nc2ccccn12 (configuration not stated),0,5%,1%,-8%,-5%,?,23%,15%,-1%
O=C(NCCOc1ccc(Cl)cc1)c1ccc2ccccc2n1,-20,-6%,-1%,-2%,2%,-19%,2%,6%,-3%
Cc1ccc(NC(=O)NNC(=O)C2CC(c3cccnc3)=NO2)cc1 (configuration not stated),6,-6%,2%[9.24 µM],-5%,1%,-5%,-3%,-1%,4%
CNC(=O)NC(=O)COC(=O)CCCSc1nc2ccccc2s1,19,-1%,0%,1%,?,0%,17%,12%,6%
O=C(NCc1ccccc1C(F)(F)F)C1CC(c2ccc(C(F)(F)F)cc2)=NO1 (configuration not stated),-6,-1%,-13%,-6%,-15%,0%,0%,?,-14%
Cc1cc(C)c(S(=O)(=O)NCCCN2CCOCC2)cc1Br,19,0%,-20%[9.24 µM],-6%,-4%,1%,3%,-2%,0%[57.1 µM]
CCOc1cc(CNc2ncn[nH]2)ccc1OCC(=O)NC(C)(C)C,1,-14%,9%,8%,-9%,-5%,8%,-1%,6%
